# Bioassay records: PubChem BioAssay, Sanford-Burnham Center for Chemical Genomics
# MKP-3 inhibition: MKP-3 phosphatase inhibitors, primary screen, biochemical, rat enzyme, in vitro (AID 425). 0.17% of 110,000 active. recombinant MKP-3 phosphatase activity, fluorescence; higher % means a stronger effect. inhibition, % at 20 µM; hits with a dose series show IC50 in µM; in the data active means inhibition above about 50%;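 further: plate controls were vehicle for no effect and reference inhibitor for full effect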
# Hsp70 displacement: small molecules displacing fluorescent ligand from Hsp70 – biochemical, fluorescence polarization, primary screen (AID 583). Hsp70 fluorescence polarization probe displacement, mP; higher % means a stronger effect. one-dose displacement, % at 20 µM; IC50 in µM for titrated hits. 0.06% of 140,000 active; in the data active means displacement above about 50%;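 further: plate controls were vehicle for no effect and reference ligand for full effect; a part of the inactive calls stands beside numbers as strong as those of hits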
# An asterisk follows results filed as active; nt = not tested or not shown; & = joins results of further samples.
SMILES | MKP-3 inhibition | Hsp70 displacement
CCC(C(=O)Nc1ccc(OC)cc1OC)c1ccccc1 (configuration not stated) | 1% | -2.2%
COc1ccc(C2=C/C(=C\c3ccc([N+](=O)[O-])cc3)C(=O)O2)cc1 | 4% | -9.5%
CN1CCN(c2ccc([N+](=O)[O-])c(-n3nc(-c4ccc(F)cc4)c4ccccc4c3=O)c2)CC1 | 0% | -2.1%
COC(=O)CN(c1ccc2c(c1)OCO2)S(C)(=O)=O | -2% | -1.9%
CCCCNC(=O)c1cn(-c2ccc(OCC)cc2)c(=O)c2cc(OC)c(OC)cc12 | nt | -5.8%
Cc1sc2ncn(-n3c(C)ccc3C)c(=O)c2c1C | -6% | 3.7%
CCc1nnc(SCCSc2nnc(CC)n2N)n1N | nt | -2.5%
O=C1NC(=O)C2(CCc3ccccc32)N1 (configuration not stated) | -3% | 1.9%
O=S(=O)(c1ccc(Cl)cc1)N1CCN(Cc2ccccc2Cl)CC1 | 1% | 3.5%
COc1cc(/C=N/Nc2nn[nH]n2)cc2c1OCO2 | 4% | -0.7%
CS(=O)(=O)N(CCc1ccccc1)CC(=O)NCc1ccc2c(c1)OCO2 | -10% | 1.0%
O=C(COc1cccc(Cl)c1)NCc1ccccc1 | 2% | 1.4%
OC1(c2cccc(F)c2)CCN(Cc2ccncc2)CC1 | -14% | 0.2%
CC(C)Cn1c(-c2ccc(C#N)cc2)nc2c1c(=O)[nH]c(=O)n2CC(C)C | nt | 0.4%
O=C(Nc1ccon1)c1cccc(C(F)(F)F)c1 | -1% | 2.9%
Cc1nn(C)c(C)c1CN(C)C(=O)c1cc2nc(-c3ccco3)cc(C(F)(F)F)n2n1 | -3% | -6.3%
COc1ccc(-c2cc(N)n(S(=O)(=O)c3c(F)c(F)c(F)c(F)c3F)n2)cc1OC | 14% | 0.1%
CCOc1ccc(S(=O)(=O)Nc2ccc(S(=O)(=O)N3CCOCC3)cc2)cc1 | -1% | -2.6%
O=C(COc1ccccc1)Nc1ccccc1N1CCN(c2ccccc2)CC1 | 0% | -1.7%
COc1ccc(-c2oc3ncn(CCN4CCOCC4)c(=N)c3c2-c2ccc(OC)cc2)cc1 | 2% | 1.3%
O=[N+]([O-])c1ccc(N2CCCC2)c(C(F)(F)F)c1 | 0% | 2.0%
C=CCOC(=O)c1[nH]c2c(c1C)C(=O)CC(c1ccco1)C2 (configuration not stated) | -12% | 0.1%
S=c1[nH]nc(-c2ccncc2)n1-c1ccccc1 | 0% | 1.5%
CC1CC(N(c2ccccc2)S(=O)(=O)c2ccc(Cl)cc2)c2ccccc2N1 (configuration not stated) | 5% | 0.3%
COc1ccc(S(=O)(=O)N2CCN(C3CCCCC3)CC2)cc1 | 4% | -0.4%
COc1cc(C)c(Cl)cc1S(=O)(=O)NCCCN1CCOCC1 | nt | 0.9%
CCc1ccccc1NC1=NCC(=O)N1C1CCCCC1 | -11% | -6.0%
CSCCC1NC(=O)N(CC(=O)Nc2ccc(N3CCCCC3)cc2)C1=O (configuration not stated) | -10% | -6.2%
CCOC(=O)NC(NC(=S)Nc1ccccc1[N+](=O)[O-])C(Cl)(Cl)Cl (configuration not stated) | nt | 0.9%
COc1ccc2c(c1)c(=O)oc1cc3oc(C)c(C)c3cc12 | nt | 1.5%
CCC1=NC(c2ccccc2)N(O)C1(C)C (configuration not stated) | 2% | -3.8%&3.2%
O=C(/C=C/c1cccc([N+](=O)[O-])c1)NCCc1ccccc1 | -3% | 3.6%
O=C(Nc1ccc(I)cc1)C1c2ccccc2Oc2ccccc21 | 0% | 3.8%
COc1ccc(CCNC2CCN(C)CC2)cc1OC | -3% | -1.0%
COC(=O)c1cc(NC(=O)CN2C(=O)CSC2=O)ccc1Cl | -4% | -1.1%
COc1ccccc1N1CCN(C(=O)CSc2ccc3c(C)cc(C)nc3n2)CC1 | 0% | -0.5%
CCOC(=O)c1cc(-c2nnc(SCC(=O)Nc3ccc(F)cc3)o2)c(C)nc1C | -1% | 0.8%
CCCCOC(=O)c1cccc(NC(=O)COc2ccccc2)c1 | 3% | 3.0%
CC1(C)CCc2nc(SCc3ccccc3)c(C#N)cc2C1 | nt | 0.4%
COc1c(Cl)cc(C(=O)Nc2cccc(C(F)(F)F)c2)cc1Cl | -1% | -3.4%
Cc1ccc(-c2nnc(N(C)C(=O)c3ccccn3)s2)cn1 | -4% | 2.5%
COc1cccc(C2/C(=C(/O)c3ccncc3)C(=O)C(=O)N2CCCN(C)C)c1 (configuration not stated) | -16% | -2.0%
Cc1ccc(C(=O)N2CCN(Cc3ccc4c(c3)OCO4)CC2)o1 | nt | 0.4%
COc1ccccc1/C=C1\SC(=S)N(CCC(=O)O)C1=O | 0% | 5.0%
COc1ccccc1/C=N/n1c(C)nnc1C | 1% | -0.7%
COC(=O)CSc1ccccc1C(=O)OC | -4% | 11%
O=C(NCC1CCCO1)C1CCCCN1S(=O)(=O)c1ccc(F)cc1 (configuration not stated) | -14% | -1.1%
C=C(C)Cn1c(CCCNC(=O)CCC)nc2ccccc21 | 0% | 1.1%
COC(=O)[C@H](CCSC)NC(=O)NC1CCN(Cc2ccccc2)CC1 | -4% | -1.8%
CN(Cc1ccccc1)S(=O)(=O)c1ccc2c(c1)OCCO2 | -14% | 1.9%
Cn1c(=O)oc2cc(S(=O)(=O)N3CCCc4ccccc43)ccc21 | 6% | 0.7%
CCCCOCCCNC(=O)c1ccc(OC)cc1 | nt | 4.8%
O=c1[nH]c(=O)n(-c2ccccc2Cl)c(O)c1C=Nc1cccc(F)c1 | 2% | -8.2%
C=CCn1c(=O)n(CCC#N)c(=O)n(CCC#N)c1=O | -20% | 0.8%
Cn1c(=O)[nH]c(=O)c2c1nc(NCCCn1ccnc1)n2Cc1ccc(F)cc1 | 2% | -0.3%
O=C(NC(Cc1ccc([N+](=O)[O-])cc1)C(=O)NC1CCCC1)OCc1ccccc1 (configuration not stated) | -1% | 2.9%
COc1ccc(/C=C2\SC(=Nc3cccc(Cl)c3Cl)NC2=O)c(OC)c1 | 6% | -8.3%
CCC(=O)N1CCCc2cc(S(=O)(=O)N3CCN(c4ccccc4F)CC3)ccc21 | -7% | -0.7%
CCOC(=O)C(=CC(=CN(C)C)C=C(C(=O)OCC)C(=O)OCC)C(=O)OCC | 1% | 7.6%
CCOc1ccc(S(=O)(=O)N(CC(=O)Nc2ccc(C)cc2)c2ccc(C)cc2)cc1 | -2% | -2.6%

# New compounds follow
SMILES | MKP-3 inhibition | Hsp70 displacement
Cc1ccc(C(=O)c2ccccc2C(=O)O)c(O)c1 | -4% | 0.4%
O=C(c1nn2c(c1Cl)NC(c1cccs1)CC2C(F)(F)F)N1CCOCC1 (configuration not stated) | 5% | 1.9%
NC(=O)c1ccccc1NC(=O)c1ccc([N+](=O)[O-])cc1 | -1% | 1.6%
COc1ccc(CC(=O)NCC2(c3ccc(OC)c(OC)c3)CCCC2)cc1 | 6% | 1.1%
CC(C)c1ccc(NC(=O)c2ccc(CN3CCOCC3)cc2)cc1 | 6% | -2.5%
C=CCN(c1ccc(C(N)=O)cc1)S(C)(=O)=O | -4% | 3.3%
COc1ccc(C(=O)CSc2ncn[nH]2)cc1[N+](=O)[O-] | -2% | 0.7%
C=CCN=C(NC#N)SCc1ccccc1Cl | -8% | -0.4%
Cn1c(Cn2c(=O)sc3ccccc32)nnc1SCC(N)=O | -3% | 0.1%
CCCC(=O)Nc1ccc(Br)c(Cl)c1 | nt | 0.4%
CC(=O)c1ccc2c(c1)c1ccccc1n2CC(C)C | nt | -1.7%
C1=C(c2ccccc2)Nc2nnnn2C1 | -10% | 5.0%
Fc1ccc(CNn2cnnc2SCc2ccc(F)cc2)cc1 | nt | 2.7%
CCOc1ccc(Nc2cc(C)nc(-n3nc(C)cc3C)n2)cc1 | -15%&3% | 1.1%&-2.6%
O=C(NCc1ccc2c(c1)OCO2)c1ccc(COc2cccc(Cl)c2)o1 | -6% | -3.8%
CN(C)S(=O)(=O)N1CCN(c2c(Cl)cccc2[N+](=O)[O-])CC1 | 4% | 2.2%
Cc1ccc(-c2nnc(-c3ccco3)o2)cc1 | 0% | -1.4%
COc1ccc(CCN2C(=O)CSC2c2ccc(Cl)c(Cl)c2)cc1OC (configuration not stated) | 1% | 2.4%
CCCC(=O)N1CCN(c2ccc(C(=O)c3ccc(OC)c(Br)c3)cc2F)CC1 | -10% | -3.8%
O=c1ccn(CCOc2ccc(Cl)cc2)c(=O)[nH]1 | -2% | -4.5%
COC(=O)c1[nH]c2ccc(F)cc2c1NC(=O)CCN1CC(C)OC(C)C1 (configuration not stated) | nt | 9.7%
O=[N+]([O-])c1ccc(N/N=C(\c2ccccc2)c2ccncc2)c([N+](=O)[O-])c1 | 8% | -3.4%
COc1ccccc1CNC(=O)C1CCC(CNc2c(N3CCOCC3)c(=O)c2=O)CC1 (configuration not stated) | -8% | 1.0%
O=C1C=CC(=NS(=O)(=O)c2ccc(Cl)cc2)C=C1 | 9% | 3.2%
COc1ccccc1-c1nc(C#N)c(N2CCC(Cc3ccccc3)CC2)o1 | 4% | -0.5%
CCc1ccc(N2CC(C(=O)Nc3cccc4ccccc34)CC2=O)cc1 (configuration not stated) | 1% | nt
CCCNS(=O)(=O)c1ccc(NC(=O)c2ccccn2)cc1 | -13% | -1.9%
CCOC(=O)c1ccc(N2COc3ccc4ccccc4c3C2)cc1 | 1% | 3.1%
COc1ccccc1C1NC(=S)NC(C)=C1C(=O)Nc1cccc(Cl)c1 (configuration not stated) | 1% | -3.0%
O=C(Cc1cccs1)NCc1ccncc1 | -6% | -2.4%
COc1cccc(OC)c1OCCCOc1c(OC)cccc1OC | -8%&-1% | 2.3%&0.4%
NC(=O)CSc1nnc(-c2ccc(S(=O)(=O)N3CCCC3)cc2)n1Cc1ccco1 | -10% | 1.4%
CNCCOc1cc(C)nc(-c2ccccc2)n1 | 2% | 1.2%
Cc1cc(S(=O)(=O)N2CCN(Cc3ccc4c(c3)OCO4)CC2)cc(C)c1N1CCCC1=O | -14% | -0.8%
Cc1nc2nc(-c3ccccc3)[nH]n2c(=O)c1C | nt | 2.7%
COc1ccc(C2=C/C(=C\c3cccc(OC(C)=O)c3)C(=O)O2)cc1 | -5% | -1.1%
COc1ccc(O)c(-c2cc(C(F)(F)F)nc(-c3ccccc3)n2)c1 | 3% | -0.5%
CCC(CC)NCc1cc(Br)ccc1OC | 0% | 0.0%
O=C(N1CCN(c2ccccc2)CC1)C(F)(F)C(F)(F)F | -4% | 5.0%
Cc1cc(C(=O)CSc2nn(-c3ccccc3)c(=S)s2)c(C)n1Cc1ccco1 | -3% | -1.6%
CCn1c(/C(C#N)=C(\O)CCc2ccccc2)nc2ccccc21 | -8% | -20%
CCn1c(N2CCN(CC(=O)c3c(C)n(C)c4ccccc34)CC2)nc2c1c(=O)[nH]c(=O)n2C | 7% | -0.3%
N#CC1=C(SCc2ccccc2Cl)NC(=O)C(C(N)=O)C1 (configuration not stated) | -6% | -0.4%
Cc1c(NC(=O)CSc2ccc3c(c2)OCCO3)c(=O)n(-c2ccccc2)n1C | -14% | 2.7%
c1csc(C(c2nnnn2C2CCCCC2)N2CCCC3(CCCCC3)C2)c1 (configuration not stated) | nt | -1.0%
COc1cc(/C=C(\C#N)c2nc3c(s2)CC(C)CC3)ccc1O (configuration not stated) | nt | -16%
Cc1cc(/C=C2/SC(=S)NC2=O)c(C)n1-c1cccc(Cl)c1 | 8% | -54%
O=C(COc1ccccc1[N+](=O)[O-])N/N=C/C(Br)=C/c1ccccc1 | -2% | 1.3%
CCc1ccccc1NC(=O)C(=O)NCc1ccco1 | 1% | -0.8%
COC(=O)c1ccccc1NC(=O)Cn1cnc2c1c(=O)n(C)c(=O)n2C | -8% | -0.7%
CCOc1ccc(Br)cc1S(=O)(=O)N1CC(C)OC(C)C1 (configuration not stated) | 2% | 1.4%
CCn1c(SCC(=O)c2cc(C)n(-c3ccc(C(=O)OC)cc3)c2C)nnc1-c1cccnc1 | -15% | 0.6%
COc1cc(/C=C2\NC(=S)NC2=O)ccc1Oc1ccc([N+](=O)[O-])cn1 | 3% | 0.3%
CCOc1ccccc1NC(=O)Cn1nnc(C(=O)NCc2ccco2)c1N | 5% | 2.7%
Cn1cnnc1SCC(=O)c1cc2ccccc2oc1=O | 8% | 7.7%
O=C(Nc1cccc(-c2nnn(CC(=O)N3CCc4ccccc4C3)n2)c1)C1CCC1 | 4% | -3.1%
COc1cc(C(c2nnnn2C2CCCC2)N2CCc3ccccc3C2)ccc1O (configuration not stated) | -12% | 2.6%
CC1SC(c2c(Cl)cccc2Cl)N(CCCN(C)C)C1=O (configuration not stated) | 4% | 0.8%
COc1ccccc1NC(=O)CSc1nc2ncccc2[nH]1 | -10% | -0.7%
CN(C)NC(=O)c1cccc2c1-c1ccc(I)cc1C2 | 0% | -0.7%
Cc1ccc(OCC(=O)N2CCN(c3ccccn3)CC2)cc1 | -2% | -6.8%

# Some of these compounds in order of heavy-atom count, rising:
SMILES | MKP-3 inhibition | Hsp70 displacement
CN(C)NC(=O)c1cccc2c1-c1ccc(I)cc1C2 | 0% | -0.7%
CC1SC(c2c(Cl)cccc2Cl)N(CCCN(C)C)C1=O (configuration not stated) | 4% | 0.8%
COc1ccccc1NC(=O)CSc1nc2ncccc2[nH]1 | -10% | -0.7%
COc1cc(/C=C2\NC(=S)NC2=O)ccc1Oc1ccc([N+](=O)[O-])cn1 | 3% | 0.3%
COC(=O)c1ccccc1NC(=O)Cn1cnc2c1c(=O)n(C)c(=O)n2C | -8% | -0.7%
COc1cc(C(c2nnnn2C2CCCC2)N2CCc3ccccc3C2)ccc1O (configuration not stated) | -12% | 2.6%

# Only part of the results is shown, so the mix of outcomes need not match the whole.
